Bioassay records from PubChem BioAssay.
KOR beta-arrestin-1 – KOR agonists, beta-arrestin recruitment, primary screen, cell-based, luminescence, uHTS (AID 1777); KOR beta-arrestin recruitment, luminescence; higher % means a stronger effect; activation, % at 10 µM; hits with a dose series show EC50 in µM; 0.02% of 280,000 active; in the data active = activation above about 50%, passing the limit was not always enough; note: a part of the inactive calls stands beside numbers as strong as those of hits
NOD2 inhibition – NOD2 signaling inhibitors, cell-based, luminescence, uHTS, HEK293 (AID 1566); HEK293 NOD2/NF-kB luciferase reporter, luminescence; higher % means a stronger effect; inhibition, % at 4 µM; hits with a dose series show EC50 in µM; 0.63% of 290,000 active; note: many of its hits are not listed in these tables
NOD1 inhibition – inhibition of NOD1-driven NF-kB reporter – cell-based, luminescence, uHTS, primary screen (AID 1578); NOD1-driven NF-kB luciferase reporter cells, luminescence; higher % means a stronger effect; one-dose inhibition, % at 4 µM; EC50 in µM for titrated hits; 1% of 290,000 active; in the data active = inhibition mostly above about 36%, no sharp cut-off; inactive = mostly below about 34%;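 note: HEK-293T reporter cells stimulated with the NOD1 agonist gamma-tri-DAP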
KOR beta-arrestin-2 – kappa opioid receptor blockers – cell-based, luminescence, uHTS (AID 1778); one-dose inhibition, % at 10 µM; IC50 in µM for titrated hits; 0.091% of 290,000 active; KOR beta-arrestin recruitment, luminescence, antagonist mode; higher % means a stronger effect; note: strong numbers were not always called active
P. falciparum M1AAP – malaria alanyl aminopeptidase activity blockers – biochemical, fluorogenic H-Leu-NHMec substrate, 1536-well (AID 1445); one-dose inhibition, % at 30 µM; IC50 in µM for titrated hits; 0.42% of 220,000 active; recombinant M1AAP, H-Leu-NHMec fluorogenic kinetic assay; higher % means a stronger effect;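 active = primary inhibition above the hit cutoff, then over 50% inhibition at one or more dose response concentrations, cut at about 23% in these data, passing the limit was not always enough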;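 note: plate controls were DMSO full reaction for no effect and no enzyme background for full effect; strong numbers were not always called active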
GPR55 activation – selective activators of receptor GPR55 – imaging, U2OS cells, beta-arrestin-GFP redistribution, primary screen (AID 1961) | U2OS GPR55 beta-arrestin-GFP redistribution imaging; higher % means a stronger effect | activation, % at 10 µM, or EC50 in µM where a hit was titrated | 0.048% of 290,000 active;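 active = activation above 40% with more than 50 cells counted in the well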;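 note: U2OS osteosarcoma cells stably expressing GPR55 and beta-arrestin-GFP; plate controls were DMSO negative control for no effect and LPI positive control for full effect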
Dynein cargo inh – dynein cargo transport inhibition; 3617.4 mouse cells, GR-EGFP nuclear translocation imaging; test concentration mostly 20 µM; stimulated with dexamethasone, 1 µM; hits give low values; z-score, hits read low; 0.47% of 220,000 active;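 active = plate z-score of nuclear minus cytoplasmic receptor signal below a set negative limit, without overly bright fluorescence or cell loss, cut at about -3.5 in these data, passing the limit was not always enough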;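 note: z-score of nuclear minus cytoplasmic ring GR-EGFP intensity difference per well; some compounds called inactive have numbers as strong as hits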
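Buffer or medium: tetracycline-free induction medium containing charcoal-stripped FBS / Reagent: dexamethasone agonist, 1.0 µM final, for 30 min / Technique: automated 10x imaging of fixed Hoechst-stained cells / Times: induction 48 h, compound 1 h, agonist 30 min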
AID2073 – inhibitors of Mint1-CaV2.2 protein interaction, biochemical, HTRF (AID 2073); one-dose inhibition, % at 20 µM; IC50 in µM for titrated hits; HTRF protein-protein interaction, Mint1-CaV2.2; higher % means a stronger effect; 0.19% of 290,000 active; in the data active = inhibition mostly above about 51%, no sharp cut-off; note: some results filed as inactive read as strong as hits
P. falciparum M17LAP – P. falciparum M17LAP inhibitors, primary screen, biochemical, fluorogenic H-Leu-NHMec substrate, 1536-well (AID 1619) | inhibition, % at 30 µM; hits with a dose series show IC50 in µM | 0.38% of 220,000 active | recombinant M17LAP, H-Leu-NHMec fluorogenic kinetic assay; higher % means a stronger effect;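 active = compound inhibiting the enzyme by more than half at any dose during confirmatory dose-response retesting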;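 note: plate controls were full reaction with DMSO carrier for no effect and no enzyme background for full effect; strong numbers were not always called active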
Dynein cargo inh cytoplasmic EGFP – second read-out of Dynein cargo inh, no call of its own (marks repeat the call); z-score; measured here: cytoplasmic GR-EGFP intensity; hits give high values
Dynein cargo inh nuclear GR-EGFP – recorded beside Dynein cargo inh, whose call it bears; z-score; measured here: nuclear GR-EGFP intensity;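 lower value marks the stronger effect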
Dynein cargo inh cell count – also measured in Dynein cargo inh; calls as there; z-score; measured here: cell count per field
Active calls of the source: *; · = no result given; [ ] = remark or other dose. Cut-off read from the data, not from the text of the source, unless noted: active = inhibition above about 50%; inactive = the rest. Some of the compounds tested; the hit share may differ from the screen's.

# | compound | KOR beta-arrestin-1 | NOD2 inhibition | NOD1 inhibition | KOR beta-arrestin-2 | P. falciparum M1AAP | GPR55 activation | Dynein cargo inh | Dynein cargo inh cytoplasmic EGFP | Dynein cargo inh nuclear GR-EGFP | Dynein cargo inh cell count | AID2073 | P. falciparum M17LAP
1 | Cc1ccc(N=C(N(C)C)P(=O)(N(C)C)N(C)C)cc1 | 6.8% | 0% | 2% | -26% | 6% | -0.1% | -1.3 | -0.22 | -0.79 | 0.49 | 8% | -3%
2 | O=C(c1cccc2ccccc12)C1CCCN(Cc2ccon2)C1 (stereo unspecified) | 4.7% | 6% | -8% | -1% | 3% | -0.1% | -0.1 | -0.81 | -0.21 | -0.36 | -2% | -2%
3 | CCc1nnc(NC(=O)CCc2nc(C3=CCN(C)CC3)no2)s1 | -0.7% | 5% | -18% | -16% | · | 0.1% | 0.17 | -0.22 | 0.049 | -0.14 | -5% | ·
4 | O=C1NC(=O)C(=Cc2ccc(-c3ccc(Cl)cc3)o2)C(=O)N1 | -3.8% | -54% | -28% | -19%[20 µM] | · | -0.2% | · | · | · | · | 33% | ·
5 | COc1ccc(C(=O)C(C)(C)NO)cc1 | 2.3% | -13% | -20% | 15% | 5% | 0.2% | -1.3 | -0.27 | -0.88 | 1.1 | -24% | 4%
6 | CN1CCN(c2ccc([N+](=O)[O-])c(N)c2)CC1 | -5.0% | 16% | 0% | 38% | 4% | -0.2% | 0.98 | -0.26 | 0.68 | 0.25 | -4% | 16%
7 | CC(C)C(=O)Nc1nnc(CCN(CCc2nnc(NC(=O)C(C)C)s2)[N+](=O)[O-])s1 | · | 10% | 1% | 15% | 3% | -0.2% | 0.4 | -0.2 | -0.0089 | 0.039 | 9% | 18%
8 | CC(=O)Nc1ccc(CC(=O)N2CCN(Cc3ccccc3)CC2)cc1 | -1.2% | -5% | 25% | -5% | · | 0.2% | · | · | · | · | 17% | ·
9 | CN1C(=O)C(C2c3ccccc3C(=O)N2Cc2ccc([N+](=O)[O-])cc2)C(=O)N(C)C1=O (stereo unspecified) | 0.8% | 4% | -12% | -16% | 7% | -0.1% | -1 | -0.19 | -1.2 | -0.51 | 4% | 6%
10 | O=c1cccc2n1CC1CC2CN(S(=O)(=O)c2ccc(F)cc2)C1 (stereo unspecified) | -1.7% | 8% | -20% | -34%[20 µM] | -3% | 0.2% | 0.75 | 0.98 | 0.5 | -1.9 | -4% | 13%
11 | COC(=O)c1cn(C(=O)c2cccc3ccccc23)c2ccccc12 | 9.0% | -17% | 7% | -28% | 7% | -0.3% | 0.034 | -0.2 | 0.41 | -0.27 | 11% | 3%
12 | CCOC(=O)c1ccc(N2C(=O)CC(N3CC=C(c4ccc(F)cc4)CC3)C2=O)cc1 (stereo unspecified) | 1.1% | 3% | 4% | 0% | 5% | -0.3% | -1.2 | 0.057 | -0.71 | 0.47 | 2% | 4%
13 | N/C(=N\N=C/c1ccc(-c2ccc(O)c(C(=O)O)c2)o1)N[N+](=O)[O-] | 0.4% | -2% | · | 27% | 10µM* | 0.9% | -1.3 | 0.65 | 0.15 | 0.41 | -27% | -97%
14 | COc1nc2ccccc2c(=O)n1-c1ccc(Cl)cc1 | -0.8% | 7% | -3% | -12% | 1% | -0.4% | 1 | -0.23 | 0.96 | -1.2 | -7% | 17%
15 | CCC(N)Cc1c[nH]c2ccccc12 (stereo unspecified) | 2.7% | 13% | 2% | 1% | 1% | -0.1% | 0.59 | -0.23 | 0.99 | -0.9 | -6% | -3%
16 | O=C(CCl)Nc1cn(-c2ccccc2)nc1-c1ccccc1 | -0.7% | · | 4.8µM* | 2% | -3% | 0.0% | 1.1 | 0.19 | 0.78 | -1.9 | -5% | -2%
17 | COc1ccc(C(CNC(=O)Cc2ccc(Cl)c(Cl)c2)N(C)C)cc1 (stereo unspecified) | -2.4% | -13% | -18% | -14% | -3% | 0.0% | 1.1 | 0.15 | 0.53 | -1.2 | -10% | -2%
18 | O=Cc1cn(Cc2ccc(F)cc2)c2ccccc12 | -7.6% | 9% | 6% | 0% | 11% | 0.1% | -0.5 | -0.27 | -0.13 | -0.17 | -2% | -3%
19 | Cc1sc2ncn(CC(=O)NCCCC(=O)N3CCC4(CC3)OCCO4)c(=O)c2c1C | 2.6% | 12% | 2% | -25% | 1% | -0.1% | -0.82 | -0.16 | -0.025 | 0.86 | 3% | 8%
20 | O=S(=O)(c1ccc(F)cc1)N1CCCC1c1cccnc1 (stereo unspecified) | -0.6% | -7% | -20% | 30% | 2% | 0.5% | 0.6 | -0.2 | 0.19 | -0.97 | 22% | -2%
21 | Cc1c(C(=O)Nc2ccccc2)cc(-c2ccccc2)n1CCCN1CCOCC1 | 4.9% | 9% | -1% | -5% | -7% | -0.2% | 0.76 | -0.21 | 0.17 | -0.077 | -23% | -5%
22 | O=[N+]([O-])c1cc(-c2ccc([As](=O)(O)O)cc2)ccc1[As](=O)(O)O | 5.3% | 10% | -10% | 13% | -4% | 0.7% | 0.63 | -0.23 | 0.084 | 0.0033 | 27% | 1%
23 | O=C(O)C1C2CC3CC(C2)CC1(n1ncc(N2CCC4(CC2)OCCO4)c(Cl)c1=O)C3 (stereo unspecified) | -2.4% | 6% | -5% | 13% | 5% | -0.1% | 2.1 | -0.15 | 0.81 | -1.7 | 9% | 16%
24 | CN1CCN(Cc2ccc(N)cc2)CC1 | · | 12% | -24% | -25%[20 µM] | 2% | 0.2% | 2.1 | 0.017 | 1.1 | -0.95 | 9% | 11%
25 | CCOP(=O)(OCC)c1nc(-c2cccc([N+](=O)[O-])c2)oc1N1CCCCC1 | -4.9% | 4% | 0% | -2% | 50µM* | -0.4% | 0.41 | -0.31 | 0.43 | -0.033 | -7% | 8%
26 | Cc1nn(C)c(C)c1P(=S)(c1c(C)nn(C)c1C)N(C)C | -15% | 6% | 5% | 22% | 0% | -0.2% | -1.2 | -0.22 | -0.42 | 3 | -6% | -3%
27 | O=Cc1cn(Cc2ccc(F)cc2Cl)c2ccccc12 | 6.1% | 42% | 58% | 2% | 16% | -0.2% | 0.24 | -0.24 | 0.2 | 0.28 | 2% | 3%
28 | CCc1ccccc1NC(=O)CNCc1ccccc1 | -6.9% | -10% | -22% | -22%[20 µM] | -1% | -0.1% | -0.21 | -0.27 | -0.59 | 0.53 | -4% | 4%
29 | CCOc1ccccc1-n1c(O)c(C=Nc2ccc(N(CC)CC)cc2)c(=O)[nH]c1=O | -1.8% | 3% | 14% | -75% | 14% | -0.1% | 0.66 | -0.058 | 1.2 | -0.76 | 20% | -41%
30 | O=c1c2ccccc2nc(CNCC2CCCO2)n1-c1ccc(F)cc1 (stereo unspecified) | -1.9% | -6% | -13% | 4%[20 µM] | -4% | 0.8% | -0.22 | -0.27 | 0.55 | 0.47 | -5% | 3%
31 | CC(C(=O)c1ccc(Cl)cc1Cl)n1cncn1 (stereo unspecified) | 3.5% | -38% | 12% | 1% | · | 0.0% | · | · | · | · | 8% | ·
32 | Cc1ccsc1C(=O)C1CCCN(Cc2ccn[nH]2)C1 (stereo unspecified) | 0.6% | 12% | -13% | -16% | 2% | -0.3% | 0.3 | -0.29 | 0.26 | -0.33 | 2% | -10%
33 | COc1ccc(NC(=O)c2cn(CCC#N)nc2-c2ccccc2)cc1 | -3.0% | 21% | 15% | -33%[20 µM] | · | -0.2% | · | · | · | · | 6% | ·
34 | Cc1ccc(C(=O)NC(O)C(Cl)(Cl)Cl)cc1 (stereo unspecified) | 4.2% | -4% | -14% | 28% | 3% | 0.3% | -0.27 | 0.038 | -0.049 | 0.67 | 7% | 2%
35 | C=CCN(CC#CCOc1ccccc1OC)CC=C | -1.3% | 8% | -20% | -16% | 0% | -0.2% | -0.022 | -0.28 | 0.09 | 0.62 | -2% | -3%
36 | Cn1c(O)c(C=NCCc2c[nH]c3ccccc23)c(=O)n(C)c1=O | -0.6% | 14% | -10% | -2% | 17% | -0.1% | -0.64 | -0.24 | -0.032 | -0.05 | 2% | 0%
37 | Cn1cc(C(=O)N2CCC3(CC2)OCCO3)c2c3ccccc3n(C)c2c1=O | -1.0% | 5% | 21% | -28% | 4% | -0.1% | -0.35 | -0.16 | 0.17 | 0.17 | -7% | -5%
38 | Cc1nc2c(-c3ccccc3)c(C)nn2c(C)c1CCC(=O)N1CCC2(CC1)OCCO2 | 3.1% | 7% | -25% | -14% | 0% | -0.4% | -0.63 | -0.21 | 0.19 | 0.88 | 15% | 10%
39 | O=C(Oc1c(Cl)cc(Cl)c2ccccc12)N1CCCCC1 | 2.2% | 20% | 4% | 7% | -1% | 0.2% | -0.12 | -0.21 | -0.24 | 0.15 | 0% | 5%
40 | COCCNC(=O)c1ccc(N2CC3CC(C2)c2cccc(=O)n2C3)c([N+](=O)[O-])c1 (stereo unspecified) | 0.9% | -1% | -18% | -8% | 6% | -0.4% | 0.16 | -0.24 | -0.25 | 0.69 | -15% | 8%
41 | COc1ccccc1NC(=O)c1cn(CCC#N)nc1-c1ccc(F)cc1 | 0.8% | 10% | -12% | -13%[20 µM] | · | -0.1% | · | · | · | · | 2% | ·
42 | Clc1ccccc1CN1CCN(c2cccc3[nH]ccc23)CC1 | -1.7% | -4% | -3% | 41% | 1% | 0.4% | 0.39 | -0.22 | 0.2 | 0.4 | -4% | 0%
43 | COc1cc2c(cc1C=O)OCO2 | 0.6% | -18% | 42% | 2% | 5% | 0.2% | -0.68 | -0.22 | -0.5 | 0.076 | 4% | 1%
44 | N=C1c2ccccc2CN1NC(=O)c1ccc(Cl)cc1 | 7.5% | -7% | 24% | 3% | 11% | 0.3% | 0.62 | -0.17 | 0.88 | -0.37 | 0% | 5%
45 | COc1ccc(Cl)cc1C(=O)C1CCCN(Cc2cnc(C)s2)C1 (stereo unspecified) | · | -18% | -27% | -8%[20 µM] | -4% | 0.0% | -0.17 | -0.22 | 0.11 | -0.49 | 16% | -4%
